# M5 antag: blocks acetylcholine activation of human M5 receptor; 360,000 tested, 0.59% active; inhibition, % at 3 µM; P08912; CHO-hM5 cells, Fluo-8 calcium fluorescence, ACh EC80;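 active means inhibition above a per-plate cutoff, the mean of that plate's test compounds plus 3 SD, cut at about 27% in these data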;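 further: 0% = acetylcholine EC80 with DMSO and 100% = DMSO without agonist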
# Target sequence (P08912 whole entry, looked up): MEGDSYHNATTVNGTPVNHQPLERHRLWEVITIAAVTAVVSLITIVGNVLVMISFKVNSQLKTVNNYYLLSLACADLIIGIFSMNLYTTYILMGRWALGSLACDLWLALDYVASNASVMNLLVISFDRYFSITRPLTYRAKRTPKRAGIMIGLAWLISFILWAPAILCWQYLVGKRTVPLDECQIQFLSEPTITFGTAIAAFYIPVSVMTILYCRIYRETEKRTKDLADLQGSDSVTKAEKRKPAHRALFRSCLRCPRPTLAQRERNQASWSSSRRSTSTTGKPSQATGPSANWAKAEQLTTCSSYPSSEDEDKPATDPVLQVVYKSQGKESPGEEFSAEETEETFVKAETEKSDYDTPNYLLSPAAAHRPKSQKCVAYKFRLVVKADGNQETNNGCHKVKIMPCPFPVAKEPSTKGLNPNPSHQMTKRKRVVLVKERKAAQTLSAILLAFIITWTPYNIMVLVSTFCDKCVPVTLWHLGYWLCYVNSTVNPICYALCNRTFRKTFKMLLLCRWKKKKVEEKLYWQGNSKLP
# CHRM4 antagonist: blocks acetylcholine activation of human M4 receptor; CHO-hM4 cells, ACh EC80, Fluo-8 calcium fluorescence; inhibition, % at 3 µM; AID 624125; 360,000 tested, 0.73% active; P08173;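 active means inhibition above its plate's cutoff, the mean inhibition of sample wells plus 3 SD, cut at about 27% in these data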;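 further: 0% = acetylcholine EC80 with DMSO and 100% = DMSO without agonist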
# Target sequence (P08173 whole entry, looked up): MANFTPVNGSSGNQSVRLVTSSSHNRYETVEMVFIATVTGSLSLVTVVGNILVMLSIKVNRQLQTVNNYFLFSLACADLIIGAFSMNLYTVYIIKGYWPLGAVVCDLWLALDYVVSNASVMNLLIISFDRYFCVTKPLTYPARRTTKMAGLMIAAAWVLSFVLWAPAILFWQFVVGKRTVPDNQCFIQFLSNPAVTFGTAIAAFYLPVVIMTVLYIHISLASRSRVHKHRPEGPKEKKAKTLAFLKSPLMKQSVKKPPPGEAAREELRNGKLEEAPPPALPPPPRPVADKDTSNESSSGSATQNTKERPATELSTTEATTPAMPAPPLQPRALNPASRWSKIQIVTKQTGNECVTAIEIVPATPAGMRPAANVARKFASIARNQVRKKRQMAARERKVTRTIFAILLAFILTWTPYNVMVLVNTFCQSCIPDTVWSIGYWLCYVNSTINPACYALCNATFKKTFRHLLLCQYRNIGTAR
# M1 PAM parental: nonselective activator or artifact in parental CHO-K1 calcium assay; ATP EC20, Fluo-8 calcium fluorescence; 0% at ATP EC20, 100% at ATP max; activation, % at 3 µM; 360,000 tested, 0.02% active; AID 602247;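 active means activation above the run cutoff, the mean activation of all test compounds plus 3 SD, cut at about 40% in these data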;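 further: peak over basal fluorescence ratio in a 140 s read after ATP addition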
# M4 ag: agonists of human muscarinic M4 receptor (CHRM4) | P08173 | CHO-K1 hM4/Gqi5, Fluo-8 calcium fluorescence; vehicle 0%, full acetylcholine response 100% | activation, % at 3 µM | 360,000 tested, 0.14% active;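 active means activation above the run mean over all test wells plus 3 SD, cut at about 32% in these data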;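 further: peak over basal fluorescence ratio per well then scaled between controls; 0% = DMSO wells and 100% = acetylcholine at EC100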
# CHRM5 agonist: CHRM5 agonism in calcium assay. P08912. CHO-K1 hM5 cells, Fluo-8 calcium fluorescence; 0% DMSO wells, 100% maximal acetylcholine response. activation, % at 3 µM. 360,000 tested, 0.19% active;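 active means activation above the run's mean over test compounds plus 3 SD, cut at about 23% in these data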;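 further: signal is peak over basal fluorescence ratio across the kinetic read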
# CHO-K1 Ca ag: counter-screen for M1 agonists: effect in parental CHO-K1 cells. Fluo-8 calcium fluorescence; scaled to maximal ATP response, vehicle zero. activation, % at 3 µM. 360,000 tested, 0.48% active; in the data active means activation above about 15%;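 further: untransfected CHO-K1 host cells lacking M1 receptor as counterscreen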
# CHRM5 PAM: potentiates acetylcholine response at human M5 receptor; CHO-K1 hM5, Fluo-8 calcium, ACh EC20 PAM; 0% = ACh EC20, 100% = ACh EC100; activation, % at 3 µM; 360,000 tested, 0.3% active; AID 624038;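 active means activation above the run cutoff, the mean activation of all test compounds plus 3 SD, cut at about 18% in these data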
#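 system = human M5 receptor in CHO-K1 cells | compound = one concentration, 3 µM final (nominal) | schedule = Post-acetylcholine fluorescence recording 140 s | signal = Fluo-8 calcium dye fluorescence, kinetic read | benchmarks = low control EC20 acetylcholine (0%), high control EC100 acetylcholine (100%) | repeats = singlicate, one well per test compound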
# CHRM4 PAM: CHRM4 positive allosteric modulation; P08173; CHO-K1 hM4/Gqi5, Fluo-8 calcium fluorescence, ACh EC20; 0% = ACh EC20, 100% = maximal ACh; activation, % at 3 µM; 360,000 tested, 0.4% active; AID 624126;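 active means activation above its plate's cutoff, the mean activation of sample wells plus 3 SD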; further: some results filed as inactive read as strong as hits
# CHO-K1 Ca antag: M1 antagonist counterscreen hit in parental CHO-K1 cells. ATP-induced calcium, Fluo-8 fluorescence. inhibition, % at 3 µM. 360,000 tested, 0.6% active;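 active means inhibition above a per-plate cutoff, the plate's mean sample inhibition plus 3 SD, cut at about 24% in these data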;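 further: 0% = DMSO plus EC80 ATP and 100% = DMSO alone without ATP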
# * hit, by the source's call; x = not tested or not shown.
SMILES,M5 antag,CHRM4 antagonist,M1 PAM parental,M4 ag,CHRM5 agonist,CHO-K1 Ca ag,CHRM5 PAM,CHRM4 PAM,CHO-K1 Ca antag
CCCCOC(=O)c1cc(=O)[nH]c(=O)[nH]1,2.7,-22.0,17.0,2.0,2.1,0.2,-1.9,13.2,-9.7
CCOC(=O)N1CCC(N2CCN(C3CCCC3)C(CCO)C2)CC1 (centres undefined),-2.9,79.8*,25.9,0.9,-11.0,1.5,-5.1,-21.2,-6.0
CN(C)S(=O)(=O)N1CCN(CC(=O)Nc2ccc(F)cc2)CC1,7.4,12.6,2.5,0.7,-0.1,-0.2,-1.6,-5.6,-4.5
CC(C)COc1ccc(C(=O)Nc2ccc(NC(=O)c3ccco3)c(Cl)c2)cc1,1.2,-3.3,9.9,0.4,-0.8,0.4,0.5,-1.1,3.5
CN1CCN(C(=O)NC2CCCN2S(=O)(=O)c2ccc(Cl)cc2)CC1 (centres undefined),8.5,-2.7,21.5,1.3,-5.3,2.0,-1.0,3.2,-17.6
CC1(C)C2CCC1(C(=O)O)c1nc3ccccc3nc12 (centres undefined),-6.5,-4.7,8.2,1.1,-4.2,0.2,-11.7,3.5,-6.0
c1csc(-c2nc3nc4ccccc4nc3n2Cc2ccc3c(c2)OCO3)c1,1.1,-6.3,6.7,2.5,-5.5,0.7,2.2,4.7,6.5
Cc1ccc(OCC(=O)Nc2ccc(N3CCOCC3)cc2)c([N+](=O)[O-])n1,-3.4,-1.7,5.0,1.4,-1.6,0.8,8.9,4.4,-18.0
CN1CN=C(NS(=O)(=O)c2ccc([N+](=O)[O-])cc2)NC1,1.5,3.6,0.3,-0.3,-0.1,1.0,2.0,-1.3,-5.3
CCC(C)(C)NC(=O)C1CCN(c2nc(OC)nc(OC)n2)CC1,7.8,-10.7,13.1,-0.6,-0.7,9.3,3.7,5.5,-3.7
O=C(NCCc1c[nH]c2ccccc12)C1CCN(S(=O)(=O)c2ccccc2F)CC1,-1.1,1.2,2.1,6.6,1.9,6.3,-1.3,-4.7,-11.1
Cc1ccc(Cn2c(=N)c(C(=O)NC3CCCCC3)cc3c(=O)n4ccccc4nc32)cc1,-4.5,-6.3,-5.9,-0.1,-1.0,0.1,4.2,-3.4,-7.6
CCOC(=O)C1=C(COC(=O)C2CC(=O)N(c3ccccc3CC)C2)NC(=O)NC1C (centres undefined),-0.2,-7.4,16.6,2.4,-0.7,0.9,-0.2,2.0,1.5
Cc1nn(-c2ccccc2)cc1/C=N/NS(=O)(=O)c1ccccc1,-8.5,-3.4,-1.1,0.0,-5.8,-0.1,7.1,-0.5,3.5
Cc1c(CCO)c(=O)n2c([nH]c3ccccc32)c1C#N,9.9,7.1,-1.4,-0.1,-3.5,0.5,-6.2,-6.1,-11.5
O=C(CCc1ccccc1)N=C1SC2CS(=O)(=O)CC2N1c1ccccc1 (centres undefined),0.0,3.1,-8.9,1.5,-2.6,0.4,-0.2,-3.4,4.5
O=c1[nH]nc(Cc2ccc(-c3ccccc3Cl)o2)c2ccccc12,0.6,-11.4,7.1,2.1,0.3,0.5,-0.6,16.1,-0.7
CSc1cc(CS(=O)(=O)c2ccccc2)nc(-c2ccccc2)n1,10.9,-3.3,9.9,-0.6,-4.5,-0.3,-7.7,-0.6,-6.5
N=c1c(C(=O)NCCN2CCOCC2)cc2c(=O)n3ccccc3nc2n1CCc1ccccc1,2.0,1.1,15.7,2.9,-3.4,0.3,-1.3,-5.4,-11.2
Cc1cccc(C)c1OCCNC(=O)OCc1ccccc1,2.8,-5.0,18.7,-2.7,-7.0,0.4,3.8,1.6,-13.9
CCCc1ncc(C(=O)c2ccc(OC)cc2)n1C,-3.8,-0.6,15.4,-0.5,0.4,18.8*,3.8,3.9,5.6
N#Cc1ccccc1NC(=O)CNc1ccc(Cl)c(C(F)(F)F)c1,7.2,-0.5,27.3,3.0,-1.6,1.0,-11.6,-10.2,-15.9
O=C(NCc1ccccn1)C1CCN(S(=O)(=O)c2cc(Cl)ccc2Cl)CC1,0.7,-13.1,18.6,2.7,-11.0,1.1,-13.6,1.4,-6.6
O=C(COC(=O)CNC(=O)c1ccc2c(c1)OCO2)Nc1ncc(Cl)cc1Cl,12.6,-5.6,3.8,2.3,0.5,3.6,-1.1,2.6,-6.2
C=CCSc1nc(N)c(C(=O)Nc2ccccc2OC)cc1C(=O)Nc1ccccc1,-3.8,-7.1,9.2,1.7,-1.4,0.1,-3.5,1.8,-1.5
# The results go on:
SMILES,M5 antag,CHRM4 antagonist,M1 PAM parental,M4 ag,CHRM5 agonist,CHO-K1 Ca ag,CHRM5 PAM,CHRM4 PAM,CHO-K1 Ca antag
CCc1ccc(OCC(=O)NNC(=O)c2nn(CC)c(=O)c3ccccc23)cc1,5.6,-5.5,6.7,1.6,0.5,-0.2,4.7,9.3,-1.0
O=C(CSc1ncnc2nc[nH]c12)c1ccc(Cl)cc1,2.0,-12.6,9.3,3.3,3.2,1.8,-5.0,0.7,-4.0
O=C(CN1CCN(c2ccccc2F)CC1)c1c[nH]c2ccccc12,-4.6,-10.3,4.6,3.7,-2.3,0.3,20.5*,3.3,0.4
CCCCC(O)(c1ccc(F)cc1)C(CN1CCOCC1)c1ccc(Cl)cc1 (centres undefined),-6.2,4.9,7.0,-2.1,-1.7,0.9,-3.8,-12.2,-17.4
COc1ccc(-c2oc3ncnc(NCCN4CCOCC4)c3c2-c2ccc(OC)cc2)cc1,6.7,0.1,14.7,1.9,-13.4,0.9,11.8,-3.6,-6.8
CCCCCCCNC(=O)C1CC(=O)N(C)C(=Nc2ccc(OC)cc2)S1 (centres undefined),-0.5,9.1,9.1,0.5,-5.0,0.5,2.2,-0.8,-0.8
COC(=O)C(C(=O)OC)c1ccccc1NC(=O)OCc1ccccc1,-3.9,-2.3,x,1.6,0.3,x,-2.1,1.7,x
CN1CCN(c2ccc(S(=O)(=O)N3CCCCC3)cc2NC(=O)c2ccc(F)cc2F)CC1,1.6,4.1,20.1,2.7,-2.2,5.2,-0.2,4.9,-4.3
CCN1CCN(C(=O)c2cn(CC)c3ccc(S(=O)(=O)N(C)C)cc3c2=O)CC1,4.3,8.2,8.0,0.4,0.3,0.3,-1.2,-5.4,-3.5
CCN(CC)CCN(Cc1cc2cc3c(cc2[nH]c1=O)OCO3)C(=S)NCc1ccco1,-9.5,-3.5,26.4,5.8,-5.8,0.7,-1.9,-3.9,-21.6
CC1CCCCN1C(=O)COC(=O)CNC(=O)c1ccc(Cl)cc1Cl (centres undefined),-5.3,-11.7,-0.2,0.8,-1.4,1.7,9.7,3.1,-8.2
Cc1cc(C)c(NC(=S)N(CCN2CCCCC2)Cc2ccco2)c(C)c1,5.6,7.7,-2.6,-0.4,-19.6,0.1,0.7,-7.7,0.7
Cc1ccc(C)c(NC(NC(=O)c2cccnc2)C(Cl)(Cl)Cl)c1 (centres undefined),-6.6,-4.3,-0.6,2.4,0.0,-0.2,0.2,10.7,2.6
O=C(NCC1CCCO1)c1nn2c(C(F)(F)F)cc(-c3ccco3)nc2c1Cl (centres undefined),6.5,-4.6,6.7,1.1,-4.4,0.2,-3.5,6.1,-9.0
COC(=O)c1ccc(NC(=O)C2CCCN(S(C)(=O)=O)C2)cc1 (centres undefined),-5.7,-10.3,18.8,1.0,0.3,1.1,-0.4,1.5,-3.4
COc1ccc(NS(=O)(=O)c2cc(NC(=O)/C=C/c3cc(OC)ccc3OC)ccc2N2CCCCC2)cc1,9.5,-12.2,19.5,0.1,-1.3,0.3,-3.5,10.2,-10.2
Clc1ccc(CN2C3=NCCN3c3ccccc32)cc1,7.8,-1.1,17.0,4.2,-8.3,1.9,1.1,-7.7,-15.5
COc1ccc(NC(=O)c2ccc(S(=O)(=O)N(C)C)cc2)cc1OC,-7.0,-0.3,-4.5,1.9,3.5,-0.1,-0.9,7.4,-1.0
COc1ccc(S(=O)(=O)N2CCN(C)CC2)cc1C(=O)N1CCCCC1,8.9,2.5,8.3,0.7,-2.7,0.4,-4.3,4.3,-15.2
CCOC(=O)c1c(C)c(C(=O)NCC2CCCO2)c(C)n1C (centres undefined),-9.1,-5.1,22.1,0.4,-1.1,1.0,3.4,8.5,-14.9
O=C(Nc1cccc(NC(=O)c2sc3ccccc3c2Cl)c1)c1ccco1,-0.4,-12.7,14.3,5.8,-6.1,1.5,-8.2,-5.2,-4.9
CCOc1ccccc1C(=O)NCc1ccco1,13.0,3.0,11.0,0.8,0.0,0.3,3.5,1.7,-13.4
O=S(=O)(NCc1cccnc1)c1cccc2nsnc12,-10.6,12.2,-8.8,0.2,-0.3,-0.4,5.6,21.4,19.1
O=C(Cn1ccc(C(F)(F)F)n1)N=Nc1c(O)[nH]c2ccc(Br)cc12,16.8,11.1,6.6,1.7,0.3,1.1,-1.3,7.9,-4.9
Cc1cccc(Nc2nnc(SCC(=O)c3c(N)n(C4CC4)c(=O)[nH]c3=O)s2)c1,-0.1,-18.7,23.6,0.0,1.0,-0.5,-1.1,5.2,-23.1

# Some entries already given with just CHRM4 antagonist and CHRM4 PAM.
molecule	CHRM4 antagonist	CHRM4 PAM
COc1ccc(S(=O)(=O)N2CCN(C)CC2)cc1C(=O)N1CCCCC1	2.5	4.3
CCOC(=O)c1c(C)c(C(=O)NCC2CCCO2)c(C)n1C (centres undefined)	-5.1	8.5
O=C(Nc1cccc(NC(=O)c2sc3ccccc3c2Cl)c1)c1ccco1	-12.7	-5.2

# Going on with the list.
SMILES,M5 antag,CHRM4 antagonist,M1 PAM parental,M4 ag,CHRM5 agonist,CHO-K1 Ca ag,CHRM5 PAM,CHRM4 PAM,CHO-K1 Ca antag
O=C(c1ccccc1)N(Cc1ccco1)C1CCS(=O)(=O)C1 (centres undefined),5.9,2.9,17.1,-0.4,-1.0,0.7,0.3,8.4,-8.0
CCOc1ccc(S(=O)(=O)N2CCOCC2)cc1[N+](=O)[O-],-4.0,4.3,-3.1,1.7,-3.3,0.0,-11.5,1.7,-8.9
CC(C)(C)CC(C)(C)NC1=CC(=O)OC12CCCCC2,-4.6,-2.8,3.7,1.6,0.2,-0.1,-2.4,8.3,-16.7
COc1cccc(NC(=O)CCNC(=O)C2CCN(S(=O)(=O)c3ccc(F)cc3)CC2)c1,3.1,-8.1,-12.4,2.3,2.1,0.7,9.9,0.4,-5.6
CC(O)(c1cccc(F)c1)c1nc(-c2ccc(S(C)(=O)=O)cc2)cs1 (centres undefined),11.9,5.9,-5.2,5.5,0.2,1.4,-8.4,-5.8,-0.7
CCOc1cccc(CN2CCCC(C(=O)c3cccc(C(F)(F)F)c3)C2)c1O (centres undefined),5.9,-6.9,-3.2,1.4,0.2,0.5,8.0,6.7,-7.6
O=C(NCC1CCCO1)C1CCC(=O)N1Cc1ccc(F)cc1 (centres undefined),0.3,6.3,0.8,0.5,0.1,-0.6,-1.3,-1.4,-5.5
C=CCN1C(=O)C(CC(=O)Nc2ccc(OCC)cc2)N(Cc2ccccn2)C1=S (centres undefined),7.7,-15.4,-5.8,7.3,-0.3,1.6,-8.9,1.8,-8.5
Cc1ccc(-n2c(C)nnc2SCC(=O)N(C)C2CCS(=O)(=O)C2)cc1 (centres undefined),19.7,1.9,0.6,1.0,2.0,0.0,-4.4,6.3,-5.0
CC1=CC(C)(C)N2C(=O)C3(NCCc4c3[nH]c3ccccc43)c3cc(C)cc1c32 (centres undefined),9.6,-2.7,16.8,-2.0,0.7,0.6,-3.2,-2.4,-4.5

# Screens from PubChem BioAssay.
